# Assay outcomes as filed in PubChem BioAssay.
# NR1D1 modulator – modulators of human Rev-erb alpha DNA binding. 370,000 tested, 0.79% active. activity, % at 10 µM. Rev-erbα–FITC-DNA binding, fluorescence polarization, 90 min. P20393;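 active = activity above about 14%, limit read from the data; passing the limit was not always enough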;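 note: 0% = DMSO wells with 35 nM protein and 100% = DMSO wells with 750 nM protein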
# Target sequence (P20393 whole entry, looked up): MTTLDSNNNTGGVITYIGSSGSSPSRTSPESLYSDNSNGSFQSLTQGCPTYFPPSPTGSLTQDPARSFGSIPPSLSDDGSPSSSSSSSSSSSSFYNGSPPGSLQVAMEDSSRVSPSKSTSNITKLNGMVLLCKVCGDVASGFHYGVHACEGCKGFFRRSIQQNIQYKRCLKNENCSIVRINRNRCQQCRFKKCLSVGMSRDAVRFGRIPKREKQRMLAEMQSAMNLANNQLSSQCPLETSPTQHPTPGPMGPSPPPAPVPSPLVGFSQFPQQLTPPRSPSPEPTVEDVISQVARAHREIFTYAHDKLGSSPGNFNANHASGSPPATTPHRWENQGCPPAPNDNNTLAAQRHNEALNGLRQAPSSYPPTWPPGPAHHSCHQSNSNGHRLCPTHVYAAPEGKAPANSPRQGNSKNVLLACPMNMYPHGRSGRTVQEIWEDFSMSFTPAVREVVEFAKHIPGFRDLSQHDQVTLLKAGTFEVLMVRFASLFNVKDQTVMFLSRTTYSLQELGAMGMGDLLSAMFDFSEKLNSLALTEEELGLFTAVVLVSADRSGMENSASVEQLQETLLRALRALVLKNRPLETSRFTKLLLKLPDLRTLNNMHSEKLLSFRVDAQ
# LEDGF integ inh – blocks HIV-1 LEDGF/p75-dependent DNA integration; TR-FRET IN-LEDGF/p75 DNA integration, Eu/Cy5; inhibition, % at 3.7 µM; 370,000 tested, 0.64% active;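 active = inhibition above the screen-wide mean plus 3 SD, cut at about 13% in these data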;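 note: signal is the Cy5 over europium emission ratio at 671 and 618 nm; 0% = plate median of compound wells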
# SIAE inh – blocks human sialic acid acetylesterase | SIAE FP-Rh probe binding, fluorescence polarization | inhibition, % at 9.66 µM | Q9HAT2 | AID 1053197 | 370,000 tested, 0.69% active;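 active = inhibition above a cutoff: mean of compounds within the control limits plus 3 SD of those, cut at about 17% in these data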;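 note: 0% = plate median of compound wells and 100% = probe without SIAE protein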
# ABHD4 inh – ABHD4 (mouse) inhibition, primary FP screen; Q8VD66; purified mABHD4, FP-Rh probe fluorescence polarization; inhibition, % at 8.92 µM; 370,000 tested, 0.54% active;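 active = inhibition exceeding the mean over every tested compound plus 3 SD, cut at about 30% in these data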;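 note: 0% = plate median of compound wells and 100% = S159A mutant with DMSO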
# Target sequence (Q8VD66 whole entry, looked up): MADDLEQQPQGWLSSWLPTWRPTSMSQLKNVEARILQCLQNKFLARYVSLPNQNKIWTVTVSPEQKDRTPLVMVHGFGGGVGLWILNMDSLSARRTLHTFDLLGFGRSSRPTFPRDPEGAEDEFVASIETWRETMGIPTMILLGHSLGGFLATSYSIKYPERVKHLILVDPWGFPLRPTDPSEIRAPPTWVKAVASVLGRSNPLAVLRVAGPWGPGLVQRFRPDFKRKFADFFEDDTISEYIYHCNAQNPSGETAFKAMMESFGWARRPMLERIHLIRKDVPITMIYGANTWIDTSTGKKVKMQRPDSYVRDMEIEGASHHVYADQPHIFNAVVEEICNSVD
#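 Test system: mouse ABHD4 enzyme, wild type. Reagent: FP-Rh fluorescent activity-based probe, added after compound pre-incubation. Timing: pre-incubation 45 min, probe exposure 60 min, at 25 °C. Technique: FP readout, ex 525 nm / em 598 nm. Benchmarks: high control S159A mutant with DMSO, low control median of compound wells.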
# TDP2 inh – TDP2 (human) inhibition, absorbance primary screen. inhibition, % at 12.8 µM. 370,000 tested, 0.34% active. recombinant TDP2, T5PNP hydrolysis, p-nitrophenol absorbance 415 nm;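 active = inhibition above the mean of all tested compounds plus 3 SD, set per campaign, cut at about 25% in these data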;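 note: 0% = DMSO with enzyme and 100% = buffer with substrate but no TDP2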
#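 System – recombinant human TDP2 · Amount – 120 nM TDP2 per well · Buffer or medium – Mg2+-containing Tris-HCl buffer, pH 7.5 · Reagent – T5PNP substrate, 5 mM · Dosing – 12.8 µM single point, 1% DMSO · Incubation – 2 h at 37 °C · Measured by – epi absorbance · Read-out basis – percent inhibition · Benchmarks – high control without enzyme, low control DMSO plus TDP2 · Repeats – singlicate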
# PG9 Ab binder – small molecules binding HIV-1 gp120 antibody PG9. 360,000 tested, 0.43% active. TR-FRET gp120-PG9 antibody binding. inhibition, % at 6.7 µM; in the data active = inhibition above about 8.5%
# rCAG binder – r(CAG) repeat RNA binding; TO-PRO-1 dye displacement fluorescence; inhibition, % at 3 µM; AID 651821; 370,000 tested, 1.3% active;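 active = inhibition above the plate cutoff, the mean of all test compounds on that plate plus 3 SD, cut at about 35% in these data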;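 note: 0% = DMSO alone and 100% = 100 µM mitoxantrone as full dye displacement; higher means more dye released from RNA so lower well fluorescence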
# PRMT1 FP inh – inhibitors of human PRMT1; AID 652257; recombinant PRMT1, activity-based probe fluorescence polarization; 370,000 tested, 1.3% active; Q99873; inhibition, % at 2.79 µM;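 active = inhibition above about 21% made by adding two undisclosed values, limit read from the data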
# HTRA1 inhibitor – inhibitors of human serine peptidase HTRA1; Q92743; recombinant HTRA1, FP-rhodamine activity-based probe, fluorescence polarization; inhibition, % at 5.96 µM; 340,000 tested, 0.5% active; AID 504803; in the data active = inhibition above about 36%;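 note: 0% = enzyme with DMSO and 100% = wells lacking enzyme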
# TCR-CD3 inh – blocks the human TCR-CD3 interaction. inhibition, % at 9.4 µM. TAMRA-labeled TCR probe fluorescence, biochemical. 360,000 tested, 0.37% active; in the data active = inhibition above about 19%;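 note: recombinant mutant TCR 2C K166C tagged with TAMRA read by polarization; 0% = receptor in buffer alone and 100% = receptor with positive control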
# * hit, by the source's call; · = no result given. An excerpt. The share of hits here may be higher or lower than overall.
SMILES,NR1D1 modulator,LEDGF integ inh,SIAE inh,ABHD4 inh,TDP2 inh,PG9 Ab binder,rCAG binder,PRMT1 FP inh,HTRA1 inhibitor,TCR-CD3 inh
COc1ccccc1CNC(=O)CCn1c(=O)[nH]c2ccsc2c1=O,-6,-3,4,3,2,0.1,-2,-2,0,1
NC(=O)C1CCN(C(=O)c2cc(-c3ccccc3Cl)nc3ccccc23)CC1,11,-3,4,3,7,-0.5,1,-2,4,-1
CCN1C(=O)c2cccc3c(S(=O)(=O)NCC4CCCO4)ccc1c23 (stereo not given),-1,-2,-2,3,12,1.6,-4,3,-5,-4
NC(=O)COC(=O)c1cc(=O)[nH]c2ccccc12,-5,-2,-4,2,17,0.0,-2,3,5,-3
O=C(CCCCC(=O)OCC1COCO1)OCC1COCO1 (stereo not given),-9,-5,-2,-1,2,2.1,1,-3,1,9
CCOC(=O)C1=CCN(S(=O)(=O)c2ccccc2C)C1c1cccc(Br)c1 (stereo not given),7,-3,-1,-4,-2,-1.6,2,3,·,-1
CCc1nc2ccc(C(=O)N(C)Cc3ccco3)cn2c1N(CC)C(=O)NCCc1ccccc1,0,8,1,5,3,-3.1,-2,-7,·,-5
O=C(COc1ccc(Br)cc1)OCCN1CCCCC1,-5,4,-3,-6,2,-1.3,1,-1,1,-6
O=C(Nc1nnc(C2=COCCO2)o1)c1ccc(S(=O)(=O)N2CCOCC2)cc1,-1,-1,6,0,0,-2.7,9,1,2,0
CC1CN(c2cc(=O)n(-c3ccccc3)c(=O)[nH]2)CC(C)O1 (stereo not given),-2,-5,1,7,1,-0.7,0,11,-10,-6
O=C(O)CSc1nc2ccccc2n1Cc1ccccc1,-7,-2,-2,6,-3,-2.4,0,10,7,-14
Clc1ccc(Cc2nnc(-c3ccccc3Br)o2)cc1,-3,-1,3,-3,3,1.7,0,2,-16,-6
N/C(=N\OC(=O)CCCc1ccccc1)c1ccc(Br)cc1,0,-2,5,-1,9,-0.3,-4,-2,0,7
Cc1ccc(Cn2cc(SCC(N)=O)c3ccccc32)cc1,5,-4,-3,-7,-14,-1.7,2,7,-13,-2
COc1ccc(C)cc1NS(=O)(=O)c1cc(C)ccc1C,1,0,2,0,-7,-3.3,-2,2,-9,1
Cc1ccc(N2CC(C(=O)Nc3ccc(S(=O)(=O)Nc4nccc(C)n4)cc3)CC2=O)cc1 (stereo not given),1,-1,8,-3,1,0.5,8,-1,5,-2
CCCCNCc1ccc(OCc2ccc(Cl)nc2)c(OC)c1,10,0,7,2,12,-2.3,2,-1,-2,8
CCCCN1C(=O)C(CC(=O)NCCCCc2ccccc2)CC(C(=O)N2CCOCC2)=C1C (stereo not given),3,1,-5,1,2,0.2,1,0,-4,0
CCC1(c2ccccc2)NC(=O)N(CC(=O)Nc2ccccc2N2CCCC2)C1=O (stereo not given),-5,-4,2,1,-5,-3.1,-7,9,1,-1
O=C(/C=C/c1c(F)cccc1Cl)Nc1nn[nH]n1,-3,5,-8,-5,-16,-3.6,6,-1,3,16
CCCc1nc2ccc(Br)cn2c1Cc1ccccc1,-4,4,13,10,-5,0.7,4,-3,·,-6
Cc1ccc(-n2c(COc3cccc(C)c3)n[nH]c2=S)cc1,-6,6,1,0,6,3.4,7,4,-13,-1
CN(C)[C@@H](CO)c1nnc([C@H](CCC(=O)O)NC(=O)C2CCNCC2)o1,0,1,1,-5,6,-1.1,1,-1,1,-3
CCOC(=O)C1CCN(C(=O)CNC(=O)c2nn(-c3ccc(OC)cc3)c(=O)c3ccccc23)CC1,3,-1,-2,0,7,-2.8,-5,3,0,-2
Cc1ccc(NC(=O)CCNS(=O)(=O)c2ccc(OC(F)(F)F)cc2)c(O)c1,0,2,1,-4,4,-2.1,0,2,-8,1
CN(c1ccccc1)S(=O)(=O)c1ccc(C(=O)OCC(=O)N2CCOCC2)cc1,6,2,0,-1,5,0.3,-3,-1,-12,3
Cc1cccc(Nc2nnc(SCC(=O)Nc3cccnc3Cl)s2)c1,-1,0,2,4,-11,-0.3,2,3,-13,1
COc1cc(N)c(Cl)cc1C(=O)OCC(=O)NC(=O)NCc1ccco1,7,0,-1,-10,-6,-0.1,12,10,1,-4
CC1CCc2sc3c(c2C1)c1ncnn1c(=O)n3CC(=O)c1ccc(Br)cc1 (stereo not given),14,0,-3,-2,0,-2.0,5,-2,0,7
O=C(OCC(O)C1OC(c2ccccc2)OC(COC(=O)c2ccccc2)C1O)c1ccccc1 (stereo not given),3,-2,-10,8,4,0.4,5,-6,·,4

# 3 entries already listed, ordered by the value under TCR-CD3 inh, smallest number first:
molecule	NR1D1 modulator	LEDGF integ inh	SIAE inh	ABHD4 inh	TDP2 inh	PG9 Ab binder	PRMT1 FP inh	HTRA1 inhibitor	TCR-CD3 inh
CCC1(c2ccccc2)NC(=O)N(CC(=O)Nc2ccccc2N2CCCC2)C1=O (stereo not given)	-5	-4	2	1	-5	-3.1	9	1	-1
O=C(OCC(O)C1OC(c2ccccc2)OC(COC(=O)c2ccccc2)C1O)c1ccccc1 (stereo not given)	3	-2	-10	8	4	0.4	-6	·	4
CCCCNCc1ccc(OCc2ccc(Cl)nc2)c(OC)c1	10	0	7	2	12	-2.3	-1	-2	8

# (listing goes on)
SMILES,NR1D1 modulator,LEDGF integ inh,SIAE inh,ABHD4 inh,TDP2 inh,PG9 Ab binder,rCAG binder,PRMT1 FP inh,HTRA1 inhibitor,TCR-CD3 inh
COc1ccc2c(c1)SCCC2=O,1,0,6,7,7,0.7,-1,1,3,-5
Cc1ccc(C(=O)CN2C(=O)NC3(CCCCC3C)C2=O)s1 (stereo not given),-1,-6,-2,7,4,0.2,6,3,4,-2
COc1ccc(CNC(=O)c2cc(-c3ccco3)on2)cc1,3,5,2,1,1,-0.4,5,-1,-6,1
CN(C(=O)CN1CCN(c2cc(-c3cccc4oc5ccccc5c34)ncn2)CC1)c1ccccc1,6,5,-12,-40,-4,0.6,4,1,·,3
Cc1ccc(NC(=O)C(C)OC(=O)CCC2CCCCC2)cc1 (stereo not given),-2,-3,-2,0,4,-0.6,-8,0,-27,5
Nc1ccccc1SCC(=O)Nc1ccc2c(c1)OCO2,-3,-4,5,8,-5,-0.9,3,11,1,-1
COc1ccc(C(CNC(=O)COc2ccc(Br)cc2F)N2CCCC2)cc1 (stereo not given),-5,1,-3,0,-11,0.7,-6,-4,6,0
COc1cccc(NS(=O)(=O)c2ccc3c(c2)NC(=O)C(C)C(=O)N3)c1 (stereo not given),10,7,-1,7,-1,-1.4,3,-6,1,-2
Cc1cc(C)nc(CCNC(=O)C2CCC(=O)N(Cc3ccccc3F)C2)n1 (stereo not given),-2,-1,-3,-5,-13,-1.4,-2,-1,6,-5
COc1ccc(CN2CCNC(=O)C2CC(=O)NCc2cccc(C)n2)c(OC)c1 (stereo not given),-4,-1,1,-1,3,-1.3,-1,0,-2,5
CCCCn1c(N)c(N(CCOC)C(=O)COc2c(C)cccc2C)c(=O)[nH]c1=O,4,-5,-3,-2,-12,-3.0,-3,4,8,-4
COC(=O)c1cc(-c2cccs2)c(=O)n2c1CCC2,0,-2,9,4,-3,·,5,0,·,·
CCCCn1c(N)c(N(CC(C)C)C(=O)CC2OC(=O)c3ccccc32)c(=O)[nH]c1=O (stereo not given),1,-9,-5,-1,-1,0.7,-1,0,-1,-5
CC1CN(Cc2c(O)ccc3c2oc(=O)c2ccccc23)CC(C)O1 (stereo not given),2,5,8,17,0,7.3,2,11,0,0
CC(C)(C)Oc1ncc(Br)c(OC(C)(C)C)n1,0,-4,-10,1,12,0.9,0,0,-2,-3
C/C(=N\NC(=O)CSc1nnc(C)s1)c1ccc(Cl)cc1,-4,-4,0,6,2,-0.4,1,2,-1,2
O=C1C=C(Nc2ccc(Cl)cc2)CC(c2ccc(Cl)cc2)C1 (stereo not given),0,-2,-5,3,6,0.1,-4,-6,-26,1
CC1CCCN(C(=O)c2ccc3c(c2NCCO)C(=O)c2ccccc2C3=O)C1 (stereo not given),3,-1,-2,9,-3,-17,-1,-3,29,-17
CCN1C(=O)C(O)(C2COC(C)(C)CC2=O)c2ccccc21 (stereo not given),2,-1,1,1,-8,0.0,2,1,1,-5
O=C(NC1CCCN(CCc2ccccc2)C1)c1c(F)cccc1F (stereo not given),3,-3,3,-3,2,0.1,-5,-4,-2,-6
CCC(=O)c1ccc(SC(=O)N(C)C)cc1O,-1,1,5,-2,3,-4.9,-2,-4,6,2
CCOC(=O)c1c(C)nsc1NCc1ccccc1,-2,-3,-7,10,-5,1.0,-4,28*,-6,-10
Clc1ccccc1Cn1nnc2c(NCC3CC3)ncnc21,2,-6,-8,-5,-10,-1.2,-2,2,-7,-6
CCOC(=O)c1cc(CC)sc1NC(=O)CC1SC(N)=NC1=O (stereo not given),-2,0,0,0,3,-2.2,-1,2,-7,10
O=C(NNC(=O)C1CC1)c1cc(Cl)nc2ccccc12,2,0,-5,7,-8,2.0,1,-1,3,-4
COC(=O)CCC(=O)N1CCCC(CNS(=O)(=O)c2ccc(OC)cc2)C1 (stereo not given),2,0,2,0,-15,-0.6,0,-3,-4,4
O=C(N[C@@H](Cc1ccc(O)cc1)C(=O)O)c1ccc(C(F)(F)F)cc1,-3,-1,3,1,7,0.2,2,0,-3,2
O=C(CN1c2cccc3cccc(c23)S1(=O)=O)Nc1c(F)c(F)c(F)c(F)c1F,1,7,2,-13,-5,1.9,1,8,4,-1
CCCCSc1nnc(-c2ccccc2N)c(=O)[nH]1,4,3,10,1,3,-1.9,6,1,-4,6
O=C(CC1C(=O)NCCN1C(=O)c1ccc([N+](=O)[O-])cc1)Nc1cccc(Cl)c1 (stereo not given),-1,-1,4,6,7,-1.2,-2,6,6,-2
CCN(CC)CC(O)Cn1c(C)c(-c2ccccc2)c2cc([N+](=O)[O-])ccc21 (stereo not given),-4,-1,-7,5,-8,-2.0,20,-2,-17,0
O=C(COc1ncnc2ccccc12)Nc1cccc(S(=O)(=O)N2CCOCC2)c1,0,0,5,-7,-10,-1.5,4,1,7,2
CN(C(=O)/C=C/c1ccc([N+](=O)[O-])s1)c1ccccc1,2,-1,2,6,8,1.2,0,2,-10,-4
COc1ccc(-c2[nH][nH]c(=O)c2NC(=O)c2ccc(C)cc2)cc1,-1,2,3,2,25*,-3.3,5,5,·,5
CCCCCC(=O)Nc1ccc(-c2cn3cccnc3n2)cc1,-1,1,-9,3,8,-0.7,-3,-3,6,-9
CNC(=S)N1CCN(C(c2ccccc2)c2ccccc2)CC1,-7,-1,7,-3,-1,-0.7,-3,4,-19,-6
O=C(c1c[nH]c2ccccc12)N1CCN(Cc2ccccc2)CC1,-9,5,0,-4,2,-0.4,-3,-1,8,5
Cc1ccc(NS(=O)(=O)c2ccc(CCC(=O)NCc3ccccn3)cc2)cc1,-10,-1,-8,5,0,-3.4,0,-2,10,-2
